CAL PDZ FP-1 = blocks peptide binding to human CAL PDZ domain | Q9HD26 | purified CAL PDZ, TMR-peptide fluorescence polarization, 1 h | inhibition, % at 20 µM | 330,000 tested, 0.02% active | AID 504414;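 active = highest replicate inhibition of at least 40%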;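 note: plate controls were DMSO neutral control wells for no effect and unlabeled competitor peptide control wells for full effect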
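Control set: unlabelled peptide and DMSO controls / Material: purified CerCALP PDZ construct / Timing: 1 h incubation at room temperature before polarization reading / Doses: 20 µM, one dose / Detection: fluorescence polarization (mP)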
PfHsp90 yeast 2 = inhibits growth of yeast expressing Plasmodium falciparum Hsp90 | S. cerevisiae expressing PfHsp90, BacTiter-Glo ATP, 48 h; yeast lacking PDR1 and PDR3 efflux regulators | inhibition, % at 9.4 µM | 310,000 tested, 0.32% active | AID 504621;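 active = every replicate shows inhibition above about 80%, whatever the replicate mean, limit read from the data; inconclusive = mean inhibition reaches the set limit but some replicate falls short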;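 note: 0% = DMSO neutral controls and 100% = 20 µM radicicol positive controls; yeast relying on Plasmodium falciparum Hsp90 in place of its own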
CAL PDZ FP-2 = CAL PDZ (human) peptide binding inhibition; Q9HD26; purified CAL PDZ, TMR-peptide fluorescence polarization, 1 h; inhibition, % at 24.9 µM; 300,000 tested, 0.92% active; AID 602252;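 active = mean inhibition of at least 30% with at least half of replicates also reaching 30%; inconclusive = no clear call, values can overlap the other calls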;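 note: 0% = DMSO neutral control and 100% = excess unlabeled competitor peptide PRC23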
PvdQ inh = blocks Pseudomonas aeruginosa PvdQ acylase activity; purified PvdQ acylase, fluorescence plate reader; inhibition, % at 10 µM; 340,000 tested, 0.063% active; in the data active = inhibition above about 30%, passing the limit was not always enough; inconclusive = no clear call, values can overlap the other calls;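 note: 0% = vehicle neutral wells and 100% = reference inhibitor wells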
MITF act = increases MITF-driven TRPM1 promoter luciferase signal. 300,000 tested, 0.75% active. SK-MEL-5 TRPM1-promoter luciferase, 24 h; % of positive control, neutral wells = 0. activation, % at 12.5 µM;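 active = mean activation of at least 80% with every replicate also reaching 80%; inconclusive = mean reaches 80% but some replicate falls short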;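 note: 0% = neutral control wells and 100% = parthenolide positive control wells; values of inactives mirror those of a sister screen read the other way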
SR-BI DiI inh = inhibitors of mouse SR-BI mediated HDL lipid uptake. Q61009. ldlA[mSR-BI] CHO cells, DiI-HDL uptake fluorescence, 3 h. inhibition, % at 12.5 µM. 320,000 tested, 0.96% active. AID 488896;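 active = mean replicate inhibition of at least 70% and a set share of replicates each scoring 70 or more; inconclusive = meets just one of the two criteria; inactive = fails both criteria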;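 note: 0% = median of neutral control wells and 100% = median of positive control wells; values of inactives mirror those of a sister screen read the other way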
NSD2 HMT inh = inhibitors of human histone methyltransferase NSD2 | O96028 | NSD2 peptide methylation, AlphaScreen, 120 min | inhibition, % at 12.5 µM | 310,000 tested, 0.54% active; in the data active = inhibition above about 50%
Target sequence (O96028 whole entry, looked up): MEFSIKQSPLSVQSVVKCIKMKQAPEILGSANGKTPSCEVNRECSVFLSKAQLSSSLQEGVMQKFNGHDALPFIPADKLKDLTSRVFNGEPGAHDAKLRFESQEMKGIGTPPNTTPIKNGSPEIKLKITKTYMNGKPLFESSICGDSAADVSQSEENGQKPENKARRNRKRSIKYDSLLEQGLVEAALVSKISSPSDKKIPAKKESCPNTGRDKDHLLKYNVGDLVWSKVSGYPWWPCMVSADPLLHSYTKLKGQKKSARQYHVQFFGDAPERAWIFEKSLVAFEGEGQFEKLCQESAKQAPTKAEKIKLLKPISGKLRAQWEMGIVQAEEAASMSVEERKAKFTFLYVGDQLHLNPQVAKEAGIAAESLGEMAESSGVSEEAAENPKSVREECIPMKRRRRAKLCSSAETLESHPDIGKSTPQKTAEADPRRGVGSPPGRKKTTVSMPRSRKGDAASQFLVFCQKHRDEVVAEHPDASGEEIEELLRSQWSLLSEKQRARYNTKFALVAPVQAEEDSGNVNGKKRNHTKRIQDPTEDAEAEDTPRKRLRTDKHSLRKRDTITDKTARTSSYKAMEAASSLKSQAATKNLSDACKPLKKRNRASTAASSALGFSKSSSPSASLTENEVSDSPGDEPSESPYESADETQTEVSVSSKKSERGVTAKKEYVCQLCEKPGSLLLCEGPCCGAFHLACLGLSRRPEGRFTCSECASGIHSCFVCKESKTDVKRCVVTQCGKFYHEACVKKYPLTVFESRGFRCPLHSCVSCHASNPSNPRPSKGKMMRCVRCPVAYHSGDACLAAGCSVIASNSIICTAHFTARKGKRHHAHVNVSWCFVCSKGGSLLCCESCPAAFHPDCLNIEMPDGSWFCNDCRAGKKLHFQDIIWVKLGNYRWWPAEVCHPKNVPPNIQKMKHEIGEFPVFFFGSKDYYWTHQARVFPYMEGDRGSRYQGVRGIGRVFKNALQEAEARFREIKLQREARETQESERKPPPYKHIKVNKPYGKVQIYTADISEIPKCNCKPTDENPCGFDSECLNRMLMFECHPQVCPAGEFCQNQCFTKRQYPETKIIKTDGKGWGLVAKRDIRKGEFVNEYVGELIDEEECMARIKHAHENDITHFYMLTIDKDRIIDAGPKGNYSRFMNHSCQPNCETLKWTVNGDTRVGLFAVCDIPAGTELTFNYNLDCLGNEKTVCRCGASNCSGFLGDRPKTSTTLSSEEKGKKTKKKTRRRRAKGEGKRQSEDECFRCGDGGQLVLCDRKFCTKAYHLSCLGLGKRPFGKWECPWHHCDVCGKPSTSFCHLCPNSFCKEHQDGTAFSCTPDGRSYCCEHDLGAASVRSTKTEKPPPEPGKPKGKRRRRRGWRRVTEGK
Rtt109 HAT inh = blocks Candida albicans Rtt109/Vps75 acetyltransferase activity. inhibition, % at 34.9 µM. Q5AAJ8. AID 540336. 330,000 tested, 0.16% active. purified Rtt109/Vps75, ThioGlo CoA-SH fluorescence, 4 h;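 active = inhibition of at least 50% in every replicate; inconclusive = best replicate reaches 50% inhibition but some replicates fall short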
dFosB activator = enhances mouse delta FosB homodimer DNA binding; P13346; purified delta FosB, TAMRA-CDK5 oligo fluorescence polarization; percent of positive-control signal above neutral wells; activation, % at 25 µM; 340,000 tested, 0.99% active; AID 493131;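 active = mean activation above about 17%, with every replicate also reaching it, limit read from the data, passing the limit was not always enough; inconclusive = only one of the two conditions met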;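 note: fluorescence polarization rise as delta FosB binds a TAMRA Cdk5 AP-1 oligo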
SR-BI uptake up = SR-BI HDL lipid transfer activation. CHO ldlA[mSR-BI] cells, DiI-HDL uptake fluorescence, 3 h; 100 = double the neutral-control signal. activation, % at 12.5 µM. 320,000 tested, 0.096% active;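 active = mean replicate activation of at least 60% and every replicate at or above 60%; inconclusive = mean or all-replicate condition met, but not both; inactive = mean below 60% and not all replicates reaching 60%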;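 note: 0% = median plate neutral-control signal and 100% = twice that signal; values of inactives mirror those of a sister screen read the other way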
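System: CHO ldlA[mSR-BI] cells / Medium: HEPES-buffered (25 mM, pH 7.4) F12 plus 0.5% BSA / Probe or stimulus: labelled HDL, 10 µg/mL / Doses: single compound concentration, delivered by pin transfer / Schedule: 3 h, 37 °C / Measured by: DiI fluorescence, bottom read / Measure: cell-associated DiI fluorescence as measure of HDL uptake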
Active calls of the source: *.

Results for NC(=O)CSc1nnc(COc2ccccc2)n1N ?
CAL PDZ FP-1: -0.4; PfHsp90 yeast 2: 13; CAL PDZ FP-2: -4; PvdQ inh: -10; MITF act: 8; SR-BI DiI inh: -12; NSD2 HMT inh: -1; Rtt109 HAT inh: 0; dFosB activator: -4; SR-BI uptake up: 12

How did CCCCCCC(C)n1[nH]c(=O)cc1N (stereo unspecified) do in these assays?
CAL PDZ FP-1: -1.3; PfHsp90 yeast 2: -11; CAL PDZ FP-2: -2; PvdQ inh: -12; MITF act: -2; NSD2 HMT inh: 0; Rtt109 HAT inh: 2; dFosB activator: -7

How did COc1cc2c(cc1OC)C(c1cccc([N+](=O)[O-])c1)N(C(=O)CCC(=O)O)CC2 (stereo unspecified) do in these assays?
CAL PDZ FP-1: -0.9; PfHsp90 yeast 2: 12; CAL PDZ FP-2: -2; PvdQ inh: 15; MITF act: -18; SR-BI DiI inh: -16; NSD2 HMT inh: -1; Rtt109 HAT inh: -14; dFosB activator: -3; SR-BI uptake up: 16

Results for CCC(=O)NC(c1ccccc1)c1c(OC(C)=O)ccc2ccccc12 (stereo unspecified) ?
CAL PDZ FP-1: -0.3; PfHsp90 yeast 2: -19; CAL PDZ FP-2: -3; PvdQ inh: -9; MITF act: -24; SR-BI DiI inh: 10; NSD2 HMT inh: -1; Rtt109 HAT inh: 4; dFosB activator: -8; SR-BI uptake up: -10

What do the screens show for `Cc1cc(C)cc(C(=O)NCc2ccc3c(c2)OCO3)c1`?
CAL PDZ FP-1: 0.0; PfHsp90 yeast 2: -10; CAL PDZ FP-2: 0; PvdQ inh: 1; SR-BI DiI inh: -30; NSD2 HMT inh: -3; Rtt109 HAT inh: -12; dFosB activator: -2; SR-BI uptake up: 30

Results for COc1ccc(Cl)cc1NC(=O)C1CCCN(S(=O)(=O)c2cccc3nonc23)C1 (stereo unspecified) ?
CAL PDZ FP-1: -0.3; CAL PDZ FP-2: -2; PvdQ inh: -3; MITF act: 2; SR-BI DiI inh: 68; NSD2 HMT inh: -1; Rtt109 HAT inh: 14; dFosB activator: -1; SR-BI uptake up: -68

How did CCCCN(C(=O)CSCC(=O)Nc1ccc(C)cc1)c1c(N)n(CC(C)C)c(=O)[nH]c1=O do in these assays?
CAL PDZ FP-1: 0.2; PfHsp90 yeast 2: 6; PvdQ inh: -3; MITF act: 1; SR-BI DiI inh: 6; NSD2 HMT inh: 1; Rtt109 HAT inh: 10; dFosB activator: -9; SR-BI uptake up: -6

What do the screens show for `Cc1ccc(S(=O)(=O)N2CCCN(C)CC2)cc1`?
PfHsp90 yeast 2: -10; CAL PDZ FP-2: 4; PvdQ inh: -14; MITF act: -6; SR-BI DiI inh: -21; NSD2 HMT inh: 1; Rtt109 HAT inh: -7; dFosB activator: 0; SR-BI uptake up: 21

What do the screens show for `CCn1cc(CNCc2c(C(=O)N3CCCCC3)nc3c(C)cccn23)cn1`?
CAL PDZ FP-1: 0.6; PfHsp90 yeast 2: 12; CAL PDZ FP-2: -1; PvdQ inh: -2; MITF act: 11; SR-BI DiI inh: -8; NSD2 HMT inh: 1; Rtt109 HAT inh: 12; dFosB activator: -3; SR-BI uptake up: 8

How did Cc1ccn2c(=O)nc(SCC(=O)N3CCC(C)CC3)nc2c1 do in these assays?
CAL PDZ FP-1: -1.8; CAL PDZ FP-2: 0; PvdQ inh: -3; MITF act: 1; SR-BI DiI inh: -7; NSD2 HMT inh: 4; Rtt109 HAT inh: -17; dFosB activator: -2; SR-BI uptake up: 7

How did CC/C(=N\NC(=O)c1csc(C)c1C)c1cccs1 do in these assays?
CAL PDZ FP-1: -1.5; PfHsp90 yeast 2: 18; CAL PDZ FP-2: 0; PvdQ inh: -7; MITF act: inconclusive; SR-BI DiI inh: 16; NSD2 HMT inh: 2; Rtt109 HAT inh: 0; dFosB activator: -1; SR-BI uptake up: -16

What do the screens show for `CCOC(=O)C(CC)Sc1cc(C)nc2ccc(OC)cc12` (stereo unspecified)?
CAL PDZ FP-1: 0.2; PfHsp90 yeast 2: -23; CAL PDZ FP-2: -5; PvdQ inh: -14; MITF act: 0; SR-BI DiI inh: 33; NSD2 HMT inh: 1; Rtt109 HAT inh: -2; dFosB activator: -17; SR-BI uptake up: -33

Results for Cc1ccc(NCC(=O)N/N=C\C(Br)=C\c2ccccc2)cc1 ?
CAL PDZ FP-1: -1.3; PfHsp90 yeast 2: 72; CAL PDZ FP-2: -5; PvdQ inh: -6; MITF act: -5; SR-BI DiI inh: 17; NSD2 HMT inh: 1; Rtt109 HAT inh: -1; dFosB activator: -10; SR-BI uptake up: -17

What do the screens show for `C/C(=N\NC(=O)c1c([N+](=O)[O-])c(C)nn1C)c1ccc(NC(=O)c2ccc(C)o2)cc1`?
CAL PDZ FP-1: 3.6; PfHsp90 yeast 2: 6; CAL PDZ FP-2: -6; PvdQ inh: -7; MITF act: 47; SR-BI DiI inh: 55; NSD2 HMT inh: 0; Rtt109 HAT inh: 4; dFosB activator: -12; SR-BI uptake up: -55

How did COc1ccc(Br)c(C(=O)Nc2cccc(Cl)c2Cl)c1 do in these assays?
CAL PDZ FP-1: -2.8; PfHsp90 yeast 2: 5; CAL PDZ FP-2: -1; PvdQ inh: 0; MITF act: 13; SR-BI DiI inh: 28; NSD2 HMT inh: -1; Rtt109 HAT inh: -2; dFosB activator: -7; SR-BI uptake up: -28

What do the screens show for `CCCn1c(N)c(N(CCOC)C(=O)c2cccc(F)c2)c(=O)[nH]c1=O`?
CAL PDZ FP-1: -1.4; PfHsp90 yeast 2: 27; CAL PDZ FP-2: 7; PvdQ inh: -12; MITF act: 1; Rtt109 HAT inh: 0; dFosB activator: 0

What do the screens show for `COc1ccc(/C=N/NC(=O)c2ccco2)cc1Cn1nc(C)cc1C`?
CAL PDZ FP-1: -2.3; PfHsp90 yeast 2: 1; CAL PDZ FP-2: -1; PvdQ inh: 3; MITF act: 9; SR-BI DiI inh: 3; NSD2 HMT inh: -2; Rtt109 HAT inh: 0; dFosB activator: -2; SR-BI uptake up: -3

Results for CC1CCN(C(=O)c2[nH]cnc2C(=O)N2CCN(C(=O)OC(C)(C)C)CC2)CC1 ?
CAL PDZ FP-1: 0.4; PfHsp90 yeast 2: 2; CAL PDZ FP-2: 1; PvdQ inh: -11; MITF act: -8; SR-BI DiI inh: -14; Rtt109 HAT inh: 3; dFosB activator: -1; SR-BI uptake up: 14

How did O=C(NCCc1ccc(Cl)cc1)C1(c2ccccc2)CC1 do in these assays?
CAL PDZ FP-1: -2.2; PfHsp90 yeast 2: -3; CAL PDZ FP-2: -2; PvdQ inh: -15; MITF act: 0; SR-BI DiI inh: -7; NSD2 HMT inh: 5; Rtt109 HAT inh: -28; dFosB activator: -3; SR-BI uptake up: 7

Results for COC(=O)c1cc(C(=O)OCC(=O)N2c3ccccc3NC(=O)C2(C)C)cc([N+](=O)[O-])c1 ?
CAL PDZ FP-1: 0.5; PfHsp90 yeast 2: 0; CAL PDZ FP-2: -5; PvdQ inh: 0; MITF act: -2; SR-BI DiI inh: 26; NSD2 HMT inh: 1; Rtt109 HAT inh: 1; dFosB activator: -3; SR-BI uptake up: -26

How did CCS(=O)(=O)N1CCN(S(=O)(=O)c2ccccc2[N+](=O)[O-])CC1 do in these assays?
CAL PDZ FP-1: -0.3; PfHsp90 yeast 2: -19; CAL PDZ FP-2: -6; PvdQ inh: -12; MITF act: -17; SR-BI DiI inh: 2; NSD2 HMT inh: 0; Rtt109 HAT inh: 6; dFosB activator: -2; SR-BI uptake up: -2

Results for CCn1c(=O)cc(OCC(=O)NCC2CCCO2)c2ccccc21 (stereo unspecified) ?
CAL PDZ FP-1: -1.6; CAL PDZ FP-2: -4; PvdQ inh: 4; SR-BI DiI inh: 15; NSD2 HMT inh: 0; Rtt109 HAT inh: 1; dFosB activator: -7; SR-BI uptake up: -15

How did O=[N+]([O-])c1cccc(/C=N/NC2CCS(=O)(=O)C2)c1 (stereo unspecified) do in these assays?
CAL PDZ FP-1: -0.3; PfHsp90 yeast 2: 12; PvdQ inh: -12; SR-BI DiI inh: 11; NSD2 HMT inh: -1; Rtt109 HAT inh: -3; dFosB activator: 1; SR-BI uptake up: -11

How did Cc1c(C(C)(C)O)[nH]c2ccc(C#N)cc12 do in these assays?
CAL PDZ FP-1: -1.3; PfHsp90 yeast 2: -5; CAL PDZ FP-2: 10; PvdQ inh: -1; MITF act: 3; SR-BI DiI inh: -11; Rtt109 HAT inh: 2; dFosB activator: 2; SR-BI uptake up: 11

Results for CN1CCN(C(=S)c2ccc(-c3cc(Cl)ccc3Cl)o2)CC1 ?
CAL PDZ FP-1: -0.5; PfHsp90 yeast 2: 23; CAL PDZ FP-2: -5; PvdQ inh: -11; MITF act: 5; SR-BI DiI inh: 31; NSD2 HMT inh: 15; Rtt109 HAT inh: 12; dFosB activator: 0; SR-BI uptake up: -31

How did CCOc1ccc(NC(=O)c2cc(SC)ccc2Cl)cc1 do in these assays?
CAL PDZ FP-1: -2.3; PfHsp90 yeast 2: 12; CAL PDZ FP-2: -4; PvdQ inh: 3; MITF act: 10; SR-BI DiI inh: 24; NSD2 HMT inh: -6; Rtt109 HAT inh: -4; dFosB activator: -8; SR-BI uptake up: -24

What do the screens show for `N#Cc1sc2nc3c(c(-c4ccco4)c2c1N)CCCC3`?
CAL PDZ FP-1: -0.1; PfHsp90 yeast 2: 0; CAL PDZ FP-2: 0; PvdQ inh: 2; MITF act: 2; Rtt109 HAT inh: -14; dFosB activator: -7

Results for Cc1ccc(C)c2[nH]c(=O)c(CN(CC3CCCO3)C(=O)NC3CCCCC3)cc12 (stereo unspecified) ?
CAL PDZ FP-1: -1.1; PvdQ inh: -7; MITF act: -14; SR-BI DiI inh: 5; NSD2 HMT inh: 6; Rtt109 HAT inh: -3; dFosB activator: -4; SR-BI uptake up: -5

How did O=C(CCCl)N1c2ccccc2C=Cc2ccccc21 do in these assays?
CAL PDZ FP-1: -0.4; PfHsp90 yeast 2: 7; CAL PDZ FP-2: -3; PvdQ inh: 0; SR-BI DiI inh: 11; NSD2 HMT inh: 1; Rtt109 HAT inh: 1; dFosB activator: -6; SR-BI uptake up: -11

Results for CC(C)(O)C1Cc2cc(/C=C/C(=O)O)c(O)cc2O1 (stereo unspecified) ?
CAL PDZ FP-1: 0.4; PfHsp90 yeast 2: -10; CAL PDZ FP-2: -5; PvdQ inh: -6; MITF act: -1; SR-BI DiI inh: -1; NSD2 HMT inh: 0; Rtt109 HAT inh: -8; dFosB activator: 0; SR-BI uptake up: 1
